Compound activity (PubChem)
mHtt clearance: mutant huntingtin protein clearance | inhibition, % at 1.5 µM | HeLa Exon1htt(103Q)mCFP, aggregate imaging; zero = plate's median compound well | 0.42% of 47,000 active;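 active = inhibition of aggregate fluorescence above about 70%, also judged a hit by eye on the cell image, limit read from the data, passing the limit was not always enough; inconclusive = no rule stated for this call; inactive = not judged a hit on image review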;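 note: cells exposed to compound for three days before fixation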
mHtt clearance grain fraction: also measured in mHtt clearance; calls as there; fraction fluorescence in grains; measured here: aggregate grain fluorescence fraction; hits give low values;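 scaled fraction of total cell fluorescence in grains with unit not stated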
* = called active by the depositor; ? = inconclusive; . = no result given.

Screens in order: mHtt clearance | mHtt clearance grain fraction
- CCC(=O)Nc1ncc2c(n1)CC(c1ccco1)CC2=O (stereo not given)
→ 6 | 18
- CC(C)CNC(=O)CC(=O)N/N=C/c1ccc(Br)cc1
→ 34 | 14
- Cc1ccc2c(c1)C(N1CCCC1=O)CC(c1ccco1)N2 (stereo not given)
→ -16 | 22
- CCCNS(=O)(=O)c1cccn1-c1ncc(C(F)(F)F)cc1Cl
→ -32 | 31
- Cc1ccc(Cl)cc1N1CCN(S(=O)(=O)c2ccc3c(c2)OCCO3)CC1
→ -41 | 52
- Cc1ccccc1C(=O)Nc1cccc(-c2nnc(SCC(=O)O)n2C)c1
→ 21 | 16
- COC(=O)c1ccc(CSc2nnnn2-c2ccccc2)o1
→ -75 | 58
- Cc1c(C(=O)N2CCN(S(C)(=O)=O)CC2)oc2ccccc12
→ 19 | 15
- CCN1C/C(=C\c2cccc(C)c2)c2nc3ccccc3c(C(=O)O)c2C1
→ -54 | 45
- Cc1cc(C)nc(Nc2ccc(N3CCOCC3)cc2)n1
→ -2 | 40

Rewritten with values ahead of the structure: two of the compounds above.
| mHtt clearance | mHtt clearance grain fraction | compound |
| --- | --- | --- |
| -16 | 22 | Cc1ccc2c(c1)C(N1CCCC1=O)CC(c1ccco1)N2 (stereo not given) |
| -41 | 52 | Cc1ccc(Cl)cc1N1CCN(S(=O)(=O)c2ccc3c(c2)OCCO3)CC1 |

Further structures
Screens in order: mHtt clearance | mHtt clearance grain fraction
- COC(=O)C1(C)NC(c2ccco2)C2C(=O)N(c3ccc(C)cc3)C(=O)C21 (stereo not given)
→ 19 | 13
- COC(=O)c1ccc(OC(=O)C2CC(=O)N(c3cccc(C)c3)C2)cc1 (stereo not given)
→ -15 | 25
- O=C(Nc1ccccc1)C1=C(O)CC(c2ccco2)CC1=Nc1ccccc1 (stereo not given)
→ 3 | 36
- COc1ccc(Cn2nnnc2CN2CCOCC2)cc1
→ 29 | 13
- O=C(CNCC1CCCO1)Nc1ccccc1N1CCCCCC1 (stereo not given)
→ 20 | 31
- Cn1nnnc1SCC(=O)Nc1ccccc1Cc1ccccc1
→ -27 | 52
- Cc1cccc(N2C(N)=C(C#N)C(C#N)(C#N)C2c2ccccc2)c1 (stereo not given)
→ 21 | 16
- Cc1cc(C)c(C)c(OCC(=O)NCc2nc(-c3ccccc3)no2)c1
→ -64 | 35
- CCc1nnc(NC(=O)C2CCN(c3nc(C)cc(C)n3)CC2)s1
→ ? | .
- O=C(NC1CC1)c1c[nH]c2ccc(S(=O)(=O)Nc3cccc(C(F)(F)F)c3)cc2c1=O
→ 36 | 13
- CC(C)C(=O)NC(c1ccco1)c1c(O)ccc2ccccc12 (stereo not given)
→ -12 | 34
- C[C@H](NC(=O)OC(C)(C)C)c1nnc(SCC(=O)Nc2ccc(Br)cc2)o1
→ -68 | 34
- COc1ccc(Br)cc1-c1noc(-c2ccncc2)n1
→ -57 | 28
- Cc1cc(C)c(C)c(Cn2c(CO)nc3ccccc32)c1C
→ 7 | 18
- CC(C)N(Cc1cc2ccccc2[nH]c1=O)C(=O)C(C)(C)C
→ 30 | 21
- CCCn1c(N2CCN(CC(=O)c3c[nH]c4ccccc34)CC2)nc2c1c(=O)[nH]c(=O)n2C
→ -29 | 26
- CCCSc1nc2c(c(=O)[nH]c(=O)n2C)n1Cc1ccc(C)cc1
→ -34 | 47
- CCOC(=O)c1csc(NC(=O)c2ccc(S(=O)(=O)N(C)C)cc2)n1
→ -307 | 153
- CCOc1cccc(-c2nn3c(-c4ccco4)nnc3s2)c1
→ -37 | 59
- COC(=O)c1ccc(C(=O)OCCCc2nc3ccc(N)cc3[nH]2)cc1
→ 47 | 10

Single entries from the entries so far.
`COC(=O)c1ccc(C(=O)OCCCc2nc3ccc(N)cc3[nH]2)cc1` – mHtt clearance grain fraction: 10
`CCCNS(=O)(=O)c1cccn1-c1ncc(C(F)(F)F)cc1Cl` – mHtt clearance grain fraction: 31
`Cc1cc(C)c(C)c(OCC(=O)NCc2nc(-c3ccccc3)no2)c1` – mHtt clearance: -64
`Cc1c(C(=O)N2CCN(S(C)(=O)=O)CC2)oc2ccccc12` – mHtt clearance grain fraction: 15

(more compounds)
Screens in order: mHtt clearance | mHtt clearance grain fraction
- CCN(CC)C(=O)N1c2ccccc2C=Cc2ccccc21
→ -6 | 17
- Cc1c(-c2ccc(F)cc2)nc(N)c(C#N)c1-c1cccs1
→ 14 | 32
- COC(=O)c1cc(-c2c(C)nn(-c3ccccc3)c2C)n[nH]1
→ 10 | 17
- COc1ccc(CN2CC(C(=O)NCCC3=CCCCC3)CC2=O)cc1 (stereo not given)
→ -45 | 30
- Cc1ccc(NC(=O)c2ccco2)c(NC(=O)c2cccs2)c1
→ -69 | 33
- O=C1CC(C(=O)N2CCN(c3ccc(F)cc3)CC2)CN1CCc1ccccc1 (stereo not given)
→ -9 | 54
- Cc1cccc(NC(=S)NCc2cccs2)c1C
→ -23 | 52
- O=C(NC(C(=O)c1ccccc1)n1c(=O)cc[nH]c1=S)c1ccccc1 (stereo not given)
→ -6 | 19
- CC(C)(C)N1C(=O)Cc2c1nc(N)c1c(N)nc(N3CCCCC3CO)c(C#N)c21 (stereo not given)
→ -38 | 27
- C/C(=C\C(=O)c1ccc(Br)cc1)N1CCCCC1
→ 28 | 28
- O=P(O)(CCc1ccccc1)CN1CCCCC1
→ -7 | 21
- Cc1cccc2cc(CN(Cc3cccs3)C3(c4nnnn4C4CCCC4)CCCC3)c(=O)[nH]c12
→ -15 | 42
- Brc1c(CSc2nnc(-c3ccco3)o2)nc2ccccn12
→ 62 | 11
- C/C(=C\C(=O)c1ccc(F)cc1)Nc1ccc(N2CCOCC2)cc1
→ -11 | 22
- CCOC(=O)C1CCCN(C(=O)Cc2c(F)cccc2Cl)C1 (stereo not given)
→ 0 | 19
- Cc1cc(NC(=O)c2cccc(S(=O)(=O)N3CC(c4ccccc4)CC3=O)c2)no1 (stereo not given)
→ 1 | 33
- COc1ccc(Nc2ncnc3c2oc2ccccc23)cc1
→ -112 | 43
- O=C(OCc1c(F)cccc1Cl)c1cnccn1
→ 18 | 14
- COc1ccc(N(C)S(=O)(=O)c2c(C)[nH]c(=O)[nH]c2=O)cc1
→ -50 | 31
- O=C(c1cc2c(s1)-c1ccccc1OC2)N1CCCC1
→ -1 | 50
- CSc1nnc2c3ccccc3n(Cc3ccccc3)c2n1
→ 40 | 12
- CN(C)Cc1cnc2ccc(Cl)cn12
→ -2 | 22
- COc1cc(OC)cc(-c2nc(-c3ccccc3)no2)c1
→ -41 | 25
- CCc1cc2c(=O)c(-c3nc4ccccc4n3C)c(COCC(=O)O)oc2cc1O
→ 24 | 15
- Cc1[nH]nc(-c2ccc(O)cc2O)c1-c1ccc(Cl)cc1
→ -87 | 41
- Cc1cc(C)c(-c2cc(NC(=O)CSc3nncn3C)n(-c3ccccc3)n2)cc1C
→ 47 | 18
- COc1ccc(OCCN2C(=O)NC(C)(c3ccc(C)cc3)C2=O)cc1 (stereo not given)
→ -38 | 64
- O=C(O)CSc1nnnn1-c1ccccc1
→ 20 | 25
- CC(NC(=O)C(NC(=O)C1CCCN1C(=O)OC(C)(C)C)C(C)C)C(N)=O (stereo not given)
→ 53 | 8.6
- CC(NC(=O)OC1CCCCC1)N1C(=O)C2C3C=CC(C3)C2C1=O (stereo not given)
→ 10 | 33
- COC(=O)c1ccccc1NC(=O)C1CC(=O)N(c2ccccc2)C1 (stereo not given)
→ -18 | 23
- CCCCNC(=O)c1nc2ncc(Br)cn2n1
→ -11 | 22
- CSc1ccc(C2C(C#N)=C(N)Oc3cc4c(cc32)OCO4)cc1 (stereo not given)
→ -8 | 20
- NC(=O)NC(=O)CSc1nnc(-c2ccco2)n1Cc1ccccc1
→ 24 | 30
- Cc1c(NC(=O)CCC(=O)N2CCOCC2)c(=O)n(-c2ccccc2)n1C
→ 24 | 14
- O=C(C1CCC(CNS(=O)(=O)c2cccc3cccnc23)CC1)N1CCCC1 (stereo not given)
→ ? | .
- C=CCS/C(=N\n1cnc2ccccc2c1=O)N1CCCCC1
→ -10 | 38
- Cc1cccc(-n2c(SCC(=O)NC3CCCC3)nnc2-c2ccoc2C)c1
→ 20 | 14
- Cn1c(SCc2ccccc2)nnc1-c1cccs1
→ 0 | 21
- COc1ccc(OC)c(S(=O)(=O)Nc2ccc(O)c3ccccc23)c1
→ 44 | 10

The list goes on.
| SMILES | mHtt clearance | mHtt clearance grain fraction |
| --- | --- | --- |
| O=C(Nc1cccc2ncccc12)c1cccc(F)c1 | 3 | 30 |
| CCCCN1C2=NCCCN2c2ccccc21 | 29 | 27 |
| CC(C)CC(OC(=O)c1cccs1)C(=O)NCc1ccco1 (stereo not given) | 42 | 11 |
| Cc1cc(C)cc(OCC(=O)Nc2ccc(F)cc2)c1 | -8 | 39 |
| CCOc1ccc(NC(=O)CSc2nnc(C3CC3)n2N)cc1 | 12 | 36 |
| Cc1cc(C)c2oc(-c3ccc(C)c(NC(=S)NC(=O)c4cccs4)c3)nc2c1 | 19 | 25 |
| COc1ccc(-c2nnc(N(C)C(=O)c3cccnc3)s2)cc1 | -48 | 44 |
| O=C(CS(=O)CC(=O)N(CC(=O)NC1CCCC1)C1CCCCC1)Nc1ccc(F)cc1 (stereo not given) | -37 | 25 |
| COc1ccccc1N1CCN(C(=O)c2ccc3c(=O)n(Cc4ccco4)c(=S)[nH]c3c2)CC1 | -21 | 45 |
| CCOC(=O)CCc1c(C)c2c(C)nn(-c3ccccc3)c2[nH]c1=O | 8 | 30 |
| COc1cc(NC(=O)c2cc(-n3cnnc3)ccc2Cl)cc(OC)c1 | -36 | 25 |
| COc1ccc(S(=O)(=O)/N=C2/C=CC(=O)C(C)=C2C)cc1 | -11 | 34 |
| CC(=O)Nc1ccc(NC(=O)Cn2cc3c(n2)CCC(C)C3)cc1 (stereo not given) | 5 | 18 |
| COC(=O)c1cc(C)sc1NC(=O)CCCC(=O)O | 21 | 13 |
| Cc1cc(NC(=O)Nc2ccc(F)cc2)no1 | -48 | 57 |
| Cc1cc(C(C)(C)C)c(O)c(C)c1CC1=NCCN1 | 2 | 36 |
| CCN1C(=O)C2(/C(=C(\O)c3ccc4c(c3)OCCO4)C(=O)C(=O)N2CCCOC)c2ccccc21 (stereo not given) | 10 | 36 |
| Cn1c(=O)[nH]c(=O)c2c1nc(N1CCN(Cc3ccccc3)CC1)n2CCSc1ncccn1 | 29 | 33 |
| C=CCn1c(SCC(=O)Nc2sccc2C(N)=O)nc2ccc(Cl)cc2c1=O | -7 | 45 |
| CN(C)CCNC(=O)Cc1c(C(=O)O)n(C)c2ccccc12 | 48 | 9.6 |
| COc1ccccc1CNC(=O)c1ccc(NS(C)(=O)=O)cc1 | 16 | 18 |
| Cc1cccc(-n2nnc(C(=O)NCc3ccccn3)c2N)c1 | -16 | 40 |
| CCOc1cc(N2CCOCC2)c(OCC)cc1NC(=O)Cc1ccccc1OC | 25 | 22 |
| O=C(Nc1nc(-c2ccc3c(c2)OCO3)cs1)c1ccncc1 | 66 | 12 |
| COc1ccc(S(=O)(=O)N2CCc3ccccc32)cc1C(=O)OCc1nnc(-c2ccccc2)o1 | -16 | 40 |
| Cc1cc2n(c(=O)c1C#N)CCCN2c1ccccc1 | -64 | 33 |
| Cn1c(=O)c2c3c(sc2n2cnnc12)CCC3 | -23 | 49 |
| Cc1cc(C)c2c(N)c(C(=O)NC3CC3)sc2n1 | -22 | 47 |
| Cc1ccc(C(c2nnnn2Cc2cccs2)N2CCN(C(=O)c3ccco3)CC2)cc1 (stereo not given) | -1 | 36 |
| COc1ccc(NC(=O)CSc2nnc(-c3ccoc3C)n2CC2CCCO2)cc1 (stereo not given) | -23 | 25 |
| CCC(C)(C(=O)NC1CCCC1)N(C(=O)c1cnccn1)c1c(C)n(C)n(-c2ccccc2)c1=O (stereo not given) | 22 | 16 |
| O=C(c1ccco1)N1CCN(C(c2ccccc2F)c2nnnn2Cc2cccs2)CC1 (stereo not given) | 53 | 9.4 |
| CC1CC(N(C(=O)C2CC2)c2ccccc2)c2ccccc2N1C(=O)C1CC1 (stereo not given) | 30 | 15 |
| CC(=O)NCCn1c(SCC(=O)OCc2ccccc2)nc2ccccc2c1=O | -46 | 54 |
| Cc1csc2nnc(N)n12 | -32 | 56 |
| Cc1cccc(NC(=O)COc2ccccc2)c1 | 0 | 17 |
| CC(C)(C)Oc1ncc(Br)c(OC(C)(C)C)n1 | ? | . |
| COc1ccc(OC)c(-n2c(-c3cccc(O)c3)n[nH]c2=S)c1 | -16 | 22 |
| COc1ccc(-c2nnc(Sc3nc4ccccc4o3)c3ccccc23)cc1 | 33 | 22 |
| COCCN1Cc2cccc(C(=O)Nc3c(C)cc(C)cc3C)c2C1=O | -18 | 21 |
| O=C(Nc1ccccc1)N(C1=NCCCCS1)c1ccccc1 | 28 | 13 |
| COc1ccc2c(c1)N(C(=O)CSc1n[nH]c(C)n1)C(C)(C)C=C2C | -20 | 45 |

Whole records, quoted from the list. Order of values: mHtt clearance	mHtt clearance grain fraction
Record of COc1ccc(-c2nnc(Sc3nc4ccccc4o3)c3ccccc23)cc1 → 33	22
Record of CCOc1cc(N2CCOCC2)c(OCC)cc1NC(=O)Cc1ccccc1OC → 25	22

An excerpt. The share of hits here may be higher or lower than overall.
